# Pf apPOL block: Pf-apPOL DNA polymerase inhibition; Recombinant Pf-apPOL, molecular beacon fluorescence, 1.5 h; inhibition, % at 10 µM; actives 0.25% (n = 210,000)
# mHTT CaM bind: inhibitors of human mutant huntingtin-calmodulin interaction. P42858. AlphaScreen His-mHTT/GST-CaM binding, luminescence. inhibition, % at 15 µM. actives 3.6% (n = 190,000);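 note: 0% = both proteins with DMSO and 100% = one protein alone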
# Target sequence (P42858 whole entry, looked up, stated change not applied): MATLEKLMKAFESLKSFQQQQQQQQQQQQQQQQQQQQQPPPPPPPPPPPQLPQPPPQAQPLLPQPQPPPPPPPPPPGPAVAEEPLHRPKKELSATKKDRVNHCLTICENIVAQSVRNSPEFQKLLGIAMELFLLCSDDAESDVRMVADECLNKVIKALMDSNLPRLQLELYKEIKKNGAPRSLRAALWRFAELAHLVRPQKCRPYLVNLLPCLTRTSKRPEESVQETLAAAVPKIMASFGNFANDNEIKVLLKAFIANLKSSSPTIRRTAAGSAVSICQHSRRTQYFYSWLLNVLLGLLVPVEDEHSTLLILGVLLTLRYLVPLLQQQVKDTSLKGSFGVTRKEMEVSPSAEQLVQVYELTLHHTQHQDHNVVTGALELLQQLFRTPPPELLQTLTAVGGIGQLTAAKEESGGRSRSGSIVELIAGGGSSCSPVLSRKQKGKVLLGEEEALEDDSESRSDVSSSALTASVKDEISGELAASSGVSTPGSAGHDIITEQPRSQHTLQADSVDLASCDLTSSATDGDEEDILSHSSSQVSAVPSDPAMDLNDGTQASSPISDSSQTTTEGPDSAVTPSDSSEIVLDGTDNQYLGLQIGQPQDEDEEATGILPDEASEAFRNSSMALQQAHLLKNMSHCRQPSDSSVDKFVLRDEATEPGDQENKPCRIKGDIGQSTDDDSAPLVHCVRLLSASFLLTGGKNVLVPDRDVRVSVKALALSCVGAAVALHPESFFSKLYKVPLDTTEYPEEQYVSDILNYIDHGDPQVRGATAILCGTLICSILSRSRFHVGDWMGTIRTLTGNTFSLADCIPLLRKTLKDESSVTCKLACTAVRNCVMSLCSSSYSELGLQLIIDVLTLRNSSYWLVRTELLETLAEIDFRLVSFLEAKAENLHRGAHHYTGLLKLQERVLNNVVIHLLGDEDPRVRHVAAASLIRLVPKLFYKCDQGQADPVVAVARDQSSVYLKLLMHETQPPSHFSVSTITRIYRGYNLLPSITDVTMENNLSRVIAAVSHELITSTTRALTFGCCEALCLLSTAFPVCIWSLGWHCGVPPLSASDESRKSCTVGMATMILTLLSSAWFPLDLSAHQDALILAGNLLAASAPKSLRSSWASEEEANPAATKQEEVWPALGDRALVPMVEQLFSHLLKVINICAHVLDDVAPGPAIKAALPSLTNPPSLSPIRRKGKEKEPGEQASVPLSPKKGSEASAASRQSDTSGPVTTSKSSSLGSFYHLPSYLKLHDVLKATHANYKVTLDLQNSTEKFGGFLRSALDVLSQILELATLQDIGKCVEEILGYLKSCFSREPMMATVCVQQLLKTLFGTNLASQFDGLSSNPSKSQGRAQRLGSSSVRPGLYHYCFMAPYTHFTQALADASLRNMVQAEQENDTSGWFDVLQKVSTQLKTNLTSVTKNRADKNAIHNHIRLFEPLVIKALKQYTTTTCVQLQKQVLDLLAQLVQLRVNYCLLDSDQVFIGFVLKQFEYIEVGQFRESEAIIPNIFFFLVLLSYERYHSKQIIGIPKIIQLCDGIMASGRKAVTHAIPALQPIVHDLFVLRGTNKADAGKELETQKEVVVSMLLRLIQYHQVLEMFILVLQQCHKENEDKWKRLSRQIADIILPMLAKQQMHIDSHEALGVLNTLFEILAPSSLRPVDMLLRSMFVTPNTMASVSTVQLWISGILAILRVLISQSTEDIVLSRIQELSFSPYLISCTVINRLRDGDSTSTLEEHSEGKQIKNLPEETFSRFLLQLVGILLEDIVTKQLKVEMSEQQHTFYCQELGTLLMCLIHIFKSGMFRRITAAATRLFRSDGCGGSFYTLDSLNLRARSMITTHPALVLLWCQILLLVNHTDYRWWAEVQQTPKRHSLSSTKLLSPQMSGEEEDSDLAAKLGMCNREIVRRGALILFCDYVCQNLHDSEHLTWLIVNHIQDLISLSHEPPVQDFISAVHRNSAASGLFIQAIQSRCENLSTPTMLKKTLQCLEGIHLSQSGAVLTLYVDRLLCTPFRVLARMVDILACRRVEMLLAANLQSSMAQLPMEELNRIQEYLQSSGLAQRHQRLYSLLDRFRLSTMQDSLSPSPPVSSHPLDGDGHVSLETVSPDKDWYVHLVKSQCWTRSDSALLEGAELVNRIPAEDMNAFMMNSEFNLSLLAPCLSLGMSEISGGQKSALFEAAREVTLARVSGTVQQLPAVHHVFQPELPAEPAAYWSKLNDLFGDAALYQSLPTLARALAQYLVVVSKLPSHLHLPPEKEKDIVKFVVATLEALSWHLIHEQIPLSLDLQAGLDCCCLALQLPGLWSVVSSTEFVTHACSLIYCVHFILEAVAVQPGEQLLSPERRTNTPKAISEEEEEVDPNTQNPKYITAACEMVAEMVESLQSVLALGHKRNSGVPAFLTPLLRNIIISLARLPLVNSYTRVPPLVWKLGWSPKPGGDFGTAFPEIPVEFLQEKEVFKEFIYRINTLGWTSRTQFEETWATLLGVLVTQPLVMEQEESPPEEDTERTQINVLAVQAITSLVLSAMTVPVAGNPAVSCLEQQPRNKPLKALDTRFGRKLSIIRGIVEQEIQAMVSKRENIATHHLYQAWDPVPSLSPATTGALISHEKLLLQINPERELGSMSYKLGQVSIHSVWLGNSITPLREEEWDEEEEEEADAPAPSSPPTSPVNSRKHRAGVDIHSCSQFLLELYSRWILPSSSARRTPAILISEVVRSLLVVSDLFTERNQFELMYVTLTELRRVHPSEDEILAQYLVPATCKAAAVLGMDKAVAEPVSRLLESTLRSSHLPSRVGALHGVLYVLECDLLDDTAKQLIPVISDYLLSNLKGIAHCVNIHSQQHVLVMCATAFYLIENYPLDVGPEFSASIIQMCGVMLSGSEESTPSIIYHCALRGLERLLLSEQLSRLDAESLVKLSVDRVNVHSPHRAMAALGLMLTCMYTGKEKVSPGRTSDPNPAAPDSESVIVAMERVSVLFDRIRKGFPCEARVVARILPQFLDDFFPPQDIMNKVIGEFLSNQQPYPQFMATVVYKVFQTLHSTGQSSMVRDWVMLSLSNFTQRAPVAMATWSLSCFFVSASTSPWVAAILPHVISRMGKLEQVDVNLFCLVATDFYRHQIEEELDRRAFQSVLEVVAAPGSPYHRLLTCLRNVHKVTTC
# An asterisk follows results filed as active; i = inactive; / = not tested or not shown; & = joins results of further samples. Cut-off read from the data, not from the text of the source: active = inhibition above about 50%; inactive = the rest.
Molecule | Pf apPOL block | mHTT CaM bind
N#CC1=C(N)Oc2c(oc(CO)cc2=O)C1c1ccccc1F (configuration not stated) | -4.7 | -21.8
O=C(CSc1nnc(-c2ccccc2)n1Cc1ccccc1)NCc1ccco1 | 2.7 | 0.3
CCSc1nnc(NC(=O)CCC2CCCC2)s1 | 2.7 | 1.7
CCCc1cc(C2CCCN2C(=O)Nc2ccc3c(c2)OCCO3)no1 (configuration not stated) | 10.2 | -1.1
CC(Cn1nnc2ccccc21)C(=O)O (configuration not stated) | -8.3 | -3.8
CCCCNC(=O)c1cccc(Br)c1 | -3.1 | -16.4
O=S1(=O)CC(N2CCN(c3ccccn3)CC2)CN1C1CCCCC1 (configuration not stated) | -1.1 | 1.8
O=C(Nc1ccccc1F)c1cnc(-c2ccccc2)nc1-c1ccncc1 | -1.6 | -12.2
CCc1c(C)nc2cc(-c3cccc(Br)c3)[nH]n2c1=O | -5.9 | -1.0
O=C(O)c1cccnc1SC1CC(=O)N(c2ccc([N+](=O)[O-])cc2)C1=O (configuration not stated) | -3.9&-7.5 | 3.0&0.4
COc1cccc(/C=C2/SC(N3CCN(Cc4ccccc4)CC3)=NC2=O)c1OC | -11.3 | 18.0
Cc1ccccc1NC(=O)NC1CNC(=O)C1 (configuration not stated) | -4.6 | -6.5
Cc1cc(C)c(S(=O)(=O)Nc2ccccn2)c(C)c1 | -7.1 | -3.0
CCN(CC)S(=O)(=O)c1csc(C(=O)Nc2ccccc2[N+](=O)[O-])c1 | -3.3 | 9.6
CC(C)n1c(=O)c(Nc2cccc(Cl)c2)nc2ccncc21 | -3.0 | -3.3
COc1cc(OC)c(OC)cc1C=C1Oc2c(ccc(O)c2CN2CCCC(C)C2)C1=O (configuration not stated) | -1.3 | 51.3*
COc1ccc(/C=N/OCC(=O)Nc2sc3c(c2C#N)CCCC3)cc1OC | 2.0 | i
COc1ccc(CNC(=O)C(=O)Nc2cccc(C)c2)cc1 | -8.6 | 2.4
CCCN(CCC)S(=O)(=O)c1ccc(C(=O)NNC(=O)c2c(-c3ccccc3Cl)noc2C)cc1 | -0.2 | /
COc1ccc(N2CCN(C(=O)CN(c3ccc(C)cc3)S(=O)(=O)c3ccccc3)CC2)cc1 | 6.0 | 20.3

# Another view of five compounds above:
# Every second line gives: Pf apPOL block	mHTT CaM bind
CCCCNC(=O)c1cccc(Br)c1
    -3.1	-16.4
O=S1(=O)CC(N2CCN(c3ccccn3)CC2)CN1C1CCCCC1 (configuration not stated)
    -1.1	1.8
O=C(Nc1ccccc1F)c1cnc(-c2ccccc2)nc1-c1ccncc1
    -1.6	-12.2
CCc1c(C)nc2cc(-c3cccc(Br)c3)[nH]n2c1=O
    -5.9	-1.0
O=C(O)c1cccnc1SC1CC(=O)N(c2ccc([N+](=O)[O-])cc2)C1=O (configuration not stated)
    -3.9&-7.5	3.0&0.4

# Later entries.
Molecule | Pf apPOL block | mHTT CaM bind
COc1ccccc1N(C)CCNC(=O)c1sc2ncnc(N3CCOCC3)c2c1C | -7.5 | 7.0
COc1ccc(Cl)cc1C(=O)N1CC2CC1CC2NC(=O)c1ccccc1 (configuration not stated) | -5.4 | 6.1
Cc1ccc(NC(=O)c2nc(C)n(C3CCN(S(C)(=O)=O)CC3)c2C)cc1 | -4.5 | 14.7
O=C1Nc2ccccc2Oc2ccc(N=Cc3ccc([N+](=O)[O-])cc3)cc21 | -3.9 | 19.0
CCOc1ccccc1CNC(=O)c1cnn2c3c(cnc12)CC(C)CC3 (configuration not stated) | 2.6 | 5.6
Cc1ccc(C)c(NC(=O)C(C)SCc2ccccc2)c1 (configuration not stated) | 0.8 | -13.3
N=C1NC(=O)C(CC(=O)Nc2ccc(OC(F)F)cc2)S1 (configuration not stated) | -6.4 | -4.0
COc1ccc(OC)c(C2CN(C(=O)C(C)C)CC2C(=O)N2CCCC2)c1 (configuration not stated) | -0.1 | -2.0
CS(=O)(=O)N(Cc1ccccc1Cl)c1ccc(C(=O)Nc2cccnc2)cc1 | 0.9 | 8.5
O=C(NCCc1csc(C2CCCN(C(=O)c3cc(Cl)ccc3F)C2)n1)C1CCC1 (configuration not stated) | -1.0 | -0.6
O=C(NCCN1CCOCC1)c1cccc(C(=O)NCCN2CCOCC2)c1 | 5.3 | -1.0
Cc1c(C(=O)NC(C)c2ccccc2)oc2ccc(S(=O)(=O)N3CC(C)CC(C)C3)cc12 (configuration not stated) | -4.6 | 3.0
CCc1ccc(N(CC(=O)NCc2ccco2)S(=O)(=O)c2ccccc2)cc1 | 1.4 | 5.6
CCOc1ccc(-n2cc(-c3ccccc3)c3c(NCCCN4CCCC4=O)ncnc32)cc1 | -10.0 | 23.0
COC(=O)C=c1sc2nc3ccccc3n2c1=O | -0.9 | /
Cc1ccc(S(=O)(=O)CCC(=O)Nc2ccc(C)cn2)cc1 | -1.3 | 4.0
O=C(CCN1C(=O)c2ccccc2C1=O)N1CCN(c2ccccc2)CC1 | -1.2&-0.5 | 0.2&4.3
Cc1cc(C)cc(N2CCC(NC(=O)NC(C)C)C2=O)c1 (configuration not stated) | -1.8 | -9.2
COc1ccc(Cl)cc1C(=O)N1CCN(c2ccc([N+](=O)[O-])cc2Cl)CC1 | -12.1 | 34.7
COc1ccc(N=Cc2cc(C)ccc2O)cc1Cl | -5.7 | 13.0

Molecule | Pf apPOL block | mHTT CaM bind
Oc1[nH]c2ccccc2c1C=Nc1ccc(F)cc1 | -4.1 | 29.0
Cc1ccccc1C1=NC(C(F)(F)F)(C(F)(F)F)N=C(N(C)C)O1 | 3.7 | /
CCn1c(=O)c2c(n3c(SCC(N)=O)nnc13)-c1ccccc1CC21CCCCC1 | 2.2 | 54.0*
Cc1ccc2cc3cc(C(=O)NC4CC4)sc3nc2c1 | -3.9 | -6.0
CCOc1ccc(C(=O)NCc2ccccn2)cc1 | -1.0 | -1.7
O=C(Nc1cccc(C(F)(F)F)c1)C1CCC(CNS(=O)(=O)c2cccs2)CC1 (configuration not stated) | -1.2 | -7.0
O=C(C1CCN(CCCc2ccccc2)CC1)N1CCN(c2ccccc2F)CC1 | -2.4 | 16.7
O=C(NCCC1=CCCCC1)C(=O)NCC1(CO)CC1 | -3.4 | -5.4
COCC(=O)N1CCc2c(c(-c3nc(C)no3)nn2C)C1 | -3.3 | -14.7
CC(Oc1ccc(F)cc1)C(=O)Nc1ccc(S(N)(=O)=O)cc1 (configuration not stated) | -10.4 | -7.5
COc1ccc(S(=O)(=O)NOCc2ccc(OC(C)C)c(Cl)c2)cc1 | -1.6 | -32.0
N/C(=N\OC(=O)c1cccc(NC(=O)C(F)(F)F)c1)c1nonc1N | -12.6 | i
Cc1ccc(NCN2C(=O)c3ccc([N+](=O)[O-])cc3C2=O)c([N+](=O)[O-])c1 | 6.4 | -2.0
O=C(Nc1ccccc1Br)c1ccccc1F | -6.7 | -21.0
CCOc1ccc(N(C(C)C(=O)NCc2ccc(Cl)cc2)S(C)(=O)=O)cc1 (configuration not stated) | -0.1 | 11.0
Clc1cccc(Cc2cn3cc(-c4ccccc4)nc3s2)c1 | -7.4 | -5.0
Cc1ccc(-n2cccc2)cc1 | 1.9 | /
COCCc1noc(CN2CCCCC2c2nc(C(C)C)no2)n1 (configuration not stated) | -3.3 | -3.2
CCC(=O)N1CC(C(=O)N(CC)CC)C(c2cccc(C(F)(F)F)c2)C1 (configuration not stated) | 0.0 | 31.6
COc1ccc(C(=O)Nc2nc(-c3ccc(OC)c(OC)c3)c(C)s2)cc1 | 0.2 | 22.0

Molecule | Pf apPOL block | mHTT CaM bind
O=C1/C(=C/c2cccnc2)SC(=Nc2ccccc2)N1CCc1ccccc1 | 3.8 | 1.0
CC(C)NC(=O)N1CCCC(c2cccc(C(=O)N3CCCCC3)c2)C1 (configuration not stated) | -2.6 | 5.8
Cc1ccc(Oc2ccc([N+](=O)[O-])cc2)cc1C | -8.4 | /
Cc1cc(C(=O)NC(CCC(=O)O)C(=O)O)c(C)o1 (configuration not stated) | 3.4 | -3.5
COc1ccccc1CN1CCC(C(=O)N2CCc3ccccc3C2)CC1 | -1.7 | 3.4
CCOc1ccc(OCCCOc2ccc([N+](=O)[O-])cc2)cc1 | -0.4 | -3.1
CCOc1ccc(NC(=O)C(c2ccccc2)c2ccccc2)cc1 | -3.9 | -0.9
Cc1ccc(S(=O)(=O)NCCCC(=O)NCc2ccccc2)cc1 | -4.1 | -10.6
CC1C2(C)OC(=N)C(C#N)(C(c3ccncc3)O2)C1(C#N)C#N (configuration not stated) | -4.7 | 1.0
CCOC(=O)Nc1nc(CC(=O)NCCn2nc(-c3ccco3)ccc2=O)cs1 | 2.7 | -3.0
COc1cccc(C(=O)NCC2OCCc3ccccc32)c1 (configuration not stated) | -6.0 | -15.0
Cc1ccc(C(=O)N/C(=C\c2ccc3c(c2)OCO3)C(=O)NC(C(=O)O)C(C)C)cc1 (configuration not stated) | -5.9 | 6.0
COc1cccc(CC(=O)N2CCCC(C)(C(=O)NCc3ccccc3)C2)c1 (configuration not stated) | -0.7 | -5.3
Cc1ccc(C2C(C#N)=C(N)SC3=C2C(=O)CCC3)o1 (configuration not stated) | -2.3 | 6.0
O=C(NCc1ccc(N2CCCCCC2)nc1)c1cccc(Br)c1 | -1.3 | 6.8
Cc1ccc(NC(=O)c2cc(S(=O)(=O)N(C)Cc3ccccc3)ccc2F)cc1Cl | -6.5 | 0.0
Cc1cc(C)n(S(=O)(=O)c2cc(C)c(Cl)cc2Cl)n1 | -7.7 | -8.0
COc1ccc(NC(=O)Nc2cc(-c3cn4nc(OC)ccc4n3)ccc2C)c(OC)c1 | -0.1 | 11.7
CCOc1ccc(NS(=O)(=O)c2ccc(NC(=O)Nc3ccccc3)cc2)cc1 | -4.4 | 23.1
CC(C)N1C(=O)Cc2ccccc2C1C(=O)NCc1ccco1 (configuration not stated) | -5.9 | 4.3

Molecule | Pf apPOL block | mHTT CaM bind
Cc1cccn2c(=O)c3cc(C(=O)NCCc4ccccc4)c(=N)n(CC4CCCO4)c3nc12 (configuration not stated) | -9.3 | -2.0
O=C(C1CCCN(Cc2cccc([N+](=O)[O-])c2)C1)N1CCc2ccccc2C1 (configuration not stated) | -0.1 | 7.6
COc1ccccc1C1=NN(C(=O)CN2CCC(C)CC2)C(c2cccc(F)c2)C1 (configuration not stated) | -6.6 | 22.3
O=C1N(CN2CCN(Cc3ccccc3)CC2)c2ccccc2C12OCCO2 | 9.8 | 3.0
CSc1cccc(NC(=O)C2CCN(C(=O)Cc3ccccc3)CC2)c1 | -0.3 | 3.3
Cc1ccccc1C1=N/C(=C\C(Cl)=C\c2ccccc2)C(=O)O1 | -0.6 | 23.0
CCC(=O)N1CCc2ccc(C(=O)N3CCCCC3)cc21 | -1.4 | -3.3
CCOC(=O)c1ccc(NC(=O)COc2cc(C)nc(N3CCCC3)n2)cc1 | -6.7 | 2.5
O=C(Nc1nc(-c2ccccc2)cs1)c1ccncc1 | -13.1 | 8.3
Cn1c(=O)c2c(ncn2CC(O)Cn2cnc3c2c(=O)n(C)c(=O)n3C)n(C)c1=O | -2.5 | /
Cc1cc(=O)[nH]c(SCc2c(Cl)ccc(Cl)c2Cl)n1 | -8.6 | 1.0
O=c1oc(Cl)c(Cl)c2ccccc12 | 0.5 | /
CCCCOc1ccc(-c2nc(C=Nc3ccc(OC)c(Cl)c3)c(O)o2)cc1 | 15.2 | 7.0
CCOC(=O)COc1ccc2c(c1)OC(=Cc1ccccc1OCC)C2=O | 6.3 | -6.1
O=C(Cn1cnc2c(cnn2CCO)c1=O)Nc1cc(C(F)(F)F)ccc1Cl | 2.3 | -13.8
O=C(NCc1ccc(F)cc1)C1CCCN(c2cnc3nccnc3c2)C1 (configuration not stated) | -1.6 | -4.7
COc1ccc(NC(=O)N2CCc3nc4cc(-c5ccccc5)[nH]n4c(=O)c3C2)c(OC)c1 | -5.3 | 0.3
Cc1oc(C(C)(C)C)cc1C(=O)NCCSCc1c(F)cccc1Cl | -14.8 | /
Cc1ccc(-c2cc(=O)n(CC(=O)Nc3ccc(F)c(Cl)c3)[nH]2)cc1 | 0.7 | -4.3
CC(C)CCOc1ccc(COC2C(C(O)CO)OC3OC(C)(C)OC32)cc1 (configuration not stated) | -7.1 | 16.5

Molecule | Pf apPOL block | mHTT CaM bind
CCCS(=O)(=O)c1c(S(=O)(=O)CCC)c2ccccn2c1C(N)=O | -2.2 | -3.0
COc1ccc(-c2nc(CNC(=O)C(C)n3nc(-c4ccccc4)ccc3=O)cs2)cc1 (configuration not stated) | -7.4 | -11.0
CC1C=CCC2C(=O)N(c3ccc4c(c3)CCC4)C(=O)C12 (configuration not stated) | -7.1 | -3.0
CCc1cccc(CC)c1NC(=O)CN1C(=O)C2C3CCC(C3)C2C1=O (configuration not stated) | -2.9 | -6.0
O=C1CC(c2noc(-c3ccc(F)cc3)n2)CN1Cc1ccccc1 (configuration not stated) | -8.5 | -3.1
COc1ccc(NC(=O)CCN2CCCCC2)c(OC)c1 | -8.3 | 2.2
O=C1OC(Nc2nc(-c3cccc(Br)c3)cs2)c2ccccc21 (configuration not stated) | -1.8 | 11.0
CC(C)NC(=O)C1CN(C(=O)C(C)C)CC1c1cccc(F)c1 (configuration not stated) | -2.3 | 3.3
O=C(O)c1cc(I)ccc1NC(=O)C1CC1 | 5.4 | -0.4
CCc1nnc(NC(=O)Nc2ccccc2F)s1 | -1.8 | -3.5
COc1cc2c(cc1OC)C(C(=O)N(C)c1ccc(C(C)C)cc1)C(c1cccnc1)N(C)C2=O (configuration not stated) | -10.1 | 21.0
CCN(c1ccc(C)c(C)c1)S(=O)(=O)c1ccc2c(c1)CCN2C(=O)C1CC1 | -10.4 | 7.0
O=C(CSc1nnc2c(=O)n(-c3cccc(F)c3)ccn12)c1ccc(F)cc1 | -5.1 | -0.6
COc1ccc(N2C(=O)CC(Sc3nc4ccccc4s3)C2=O)cc1 (configuration not stated) | -8.5&-11.5 | 29.0&29.0
CCn1cnnc1C1CCCN(C(=O)c2ccsc2)C1 (configuration not stated) | 4.6 | -3.9
O=C(CSc1ncn(-c2ccccc2)n1)Nc1nc2c(s1)CCCC2 | -9.5 | 19.0
O=C(NC1CCN(c2ncnc3c2CCC3)C1)c1cnccn1 (configuration not stated) | -3.8 | -4.3
CCOc1ccc(CNC(=O)CC2CCN(C(=O)C3CCCCC3)CC2)cc1OC | -6.4 | 10.8

# High-throughput results deposited in PubChem BioAssay by University of Kansas High Throughput Screening Laboratory.
